sgs1 mgt1: NCI yeast anticancer drug screen, S. cerevisiae sgs1 mgt1 strain. hit rate 10% among 78,000. % growth inhibition at 50 µM. AID 161;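 note: 0% = growth of vehicle-only cultures of the same strain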
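Genetically altered yeast, compound exposure, growth inhibition relative to vehicle.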
yeast cln2 rad14: NCI yeast anticancer drug screen, S. cerevisiae cln2 rad14 strain. % growth inhibition at 50 µM. hit rate 8.3% among 78,000. AID 165;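 note: 0% = growth of vehicle-only cultures of the same strain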
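Growth of compound-exposed yeast (cln2 rad14 genotype) measured and expressed as inhibition relative to vehicle.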
yeast mec2-1: NCI yeast anticancer drug screen, S. cerevisiae mec2-1 strain; hit rate 9% among 79,000; % growth inhibition at 50 µM;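 note: 0% = growth of vehicle-only cultures of the same strain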
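Each compound was tested on mec2-1 yeast, a strain altered in DNA damage repair or cell cycle control. Growth inhibition is reported relative to vehicle.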
yeast mlh1 rad18: NCI yeast anticancer drug screen, S. cerevisiae mlh1 rad18 strain; growth inhibition, % at 50 µM; hit rate 11% among 79,000;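 note: 0% = growth of vehicle-only cultures of the same strain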
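Test agents were incubated with a yeast strain of defined genotype (DNA damage repair defect). Inhibition of growth was derived by comparison with vehicle-exposed cultures.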
yeast rad50: NCI yeast anticancer drug screen, S. cerevisiae rad50 strain. % growth inhibition at 50 µM. hit rate 10% among 79,000;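 note: 0% = growth of vehicle-only cultures of the same strain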
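A DNA repair-deficient yeast mutant serves as the test organism; compound-induced growth inhibition is calculated against vehicle-treated cells.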
bub3: NCI yeast anticancer drug screen, S. cerevisiae bub3 mutant strain; % growth inhibition at 50 µM; hit rate 9.9% among 78,000;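 note: 0% = growth of vehicle-only cultures of the same strain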
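Screening used yeast with an engineered genetic alteration affecting cell cycle control. Compound-exposed cultures were compared with vehicle cultures, and reduced growth was taken as inhibition.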
* hit, by the source's call; x = no result given; & = joins results of further samples. Cut-off read from the data, not from the text of the source: active = growth inhibition above about 70%; inactive = the rest.

Letters: A = sgs1 mgt1; B = yeast cln2 rad14; C = yeast mec2-1; D = yeast mlh1 rad18; E = yeast rad50; F = bub3
(1) N#CSCC(Cl)=CCl (mixture of isomers)
  A: -4	B: 12	C: 1	D: -20	E: 3	F: 0

(2) CCOC(=O)c1c(-c2ccccc2)n2c3c(cccc13)CC2
  A: -6	B: 6	C: -5	D: 28	E: 7	F: 7

(3) CNC(=O)Nc1cc2c3c(c1)CCCN3CCC2
  A: -9	B: -16	C: -37	D: -8	E: -17	F: -10

(4) CC(=O)Nc1cc(F)c(NC(C)=O)c(F)c1
  A: -19	B: -15	C: -2	D: -10	E: -2	F: -9

(5) NC(=O)C1(C(N)=O)CC1
  A: -14	B: 0	C: 5	D: 5	E: 11	F: -4

(6) CCOC(=O)NC(=O)c1cn(CCN2CCN(C(=O)CCCCCCCCCCNc3ncnc4nc[nH]c34)CC2)c(=O)[nH]c1=O
  A: -13	B: -26	C: -7	D: -14	E: -18	F: 0

(7) Cc1cc2cc3c(=O)[nH]c(=O)[nH]c3nc2cc1C
  A: -19	B: -9	C: 2	D: 0	E: -12	F: -27

(8) Cc1sc2ccccc2[n+]1CCCCS(=O)(=O)O
  A: -25	B: 15	C: -29	D: -18	E: -7	F: -12

(9) N#CC1(C#N)CC1(C#N)C#N
  A: -2	B: 27	C: 16	D: 15	E: 8	F: 13

(10) CCN1CCC(O)C1 (centres undefined)
  A: 19	B: 14	C: 0	D: 31	E: 19	F: 26

The final two entries of the section above come first, to join the parts:
Letters: A = sgs1 mgt1; B = yeast cln2 rad14; C = yeast mec2-1; D = yeast mlh1 rad18; E = yeast rad50; F = bub3
(9) N#CC1(C#N)CC1(C#N)C#N
  A: -2	B: 27	C: 16	D: 15	E: 8	F: 13

(10) CCN1CCC(O)C1 (centres undefined)
  A: 19	B: 14	C: 0	D: 31	E: 19	F: 26

(11) Cc1ccccc1N=C(N)Nc1ccccc1
  A: -4	B: -43	C: -5	D: -7	E: 6	F: -11

(12) O=c1[nH]cc(C2OCC(O)C(O)C2O)c(=O)[nH]1 (centres undefined)
  A: 0	B: 2	C: -14	D: -33	E: 1	F: -19

(13) Cc1cc(=O)oc2cc(OC(=O)Nc3ccc(F)c([N+](=O)[O-])c3)ccc12
  A: 27	B: -12	C: 45	D: 12	E: 8	F: 54

(14) Cc1ccc(C(=O)/C=C/c2ccco2)c(C)c1
  A: 64	B: 26	C: 26	D: 18	E: 11	F: 54

(15) CCOC(=O)C(C)Oc1ccc(Cn2ccnn2)cc1 (centres undefined)
  A: 16	B: -4	C: -1	D: 6	E: -20	F: 3

(16) OCC(O)C(OC1OC(CO)C(O)C(O)C1O)C(O)c1cnn(-c2ccccc2)n1 (centres undefined)
  A: -24	B: -15	C: 9	D: 15	E: 0	F: -2

(17) Cc1c(C)c(C)c(CCc2c(C)c(C)c(C)c(C)c2C)c(C)c1C
  A: -1	B: -16	C: -1	D: -12	E: -17	F: -4

(18) COc1cc2c(cc1-c1coc3cc(O)ccc3c1=O)OCO2
  A: -16	B: 11	C: -24	D: -43	E: -13	F: -14

(19) C=C1Cc2cc(OC)c(OC)cc2C(c2cccc(Cl)c2)=NN1C(C)=O
  A: 0	B: -18	C: -6	D: -8	E: -7	F: 4

(20) CCOC(=O)c1ccc(Nc2sc(C(=O)c3ccc(C)cc3C)c(N)c2C#N)cc1
  A: -6	B: 42	C: 0	D: -20	E: 19	F: 25

(21) O=c1cccccc1[O-].O=c1cccccc1[O-].O=c1cccccc1[O-].[Eu+3]
  A: 90*	B: 87*	C: 92*	D: 90*	E: 92*	F: 93*

(22) c1cc[c]([Ge]([O]c2cccc3cccnc23)([c]2ccccc2)[c]2ccccc2)cc1
  A: 67	B: 46	C: 67	D: 74*	E: 73*	F: 72*

(23) CC(=O)OCCCC(CCCOC(C)=O)OC(C)=O
  A: 12	B: -13	C: -7	D: 29	E: -8	F: 5

(24) S=C1SCN(Cc2ccccc2)CN1Cc1ccccc1
  A: x	B: x	C: -26	D: -13	E: -10	F: x

(25) CC(C)CCOC(=O)NC1c2ccccc2Oc2ccccc21
  A: 4	B: 18	C: 4	D: -1	E: -10	F: 0

(26) COc1ccc(CCNCC(O)CSc2ccc(Cl)cc2)cc1OC (centres undefined)
  A: 73*	B: 28	C: 20	D: 31	E: 75*	F: 22

(27) CS(=O)(=O)Nc1cccc(C(=O)O)c1
  A: 15	B: -3	C: 0	D: -23	E: 29	F: -29

(28) CCN(CC)c1cc(Cl)ccc1C
  A: 14	B: 8	C: -19	D: 20	E: 24	F: 18

(29) CC(=O)Nc1ccc(S(=O)(=O)/N=C2\C=CC(=O)c3ccccc32)cc1
  A: 80*	B: -43	C: 55	D: 80*	E: 64	F: 72*

(30) CNc1ccc(C(=O)N(C(=O)NC2CCCCC2)C2CCCCC2)cc1
  A: 5	B: -7	C: -6	D: 5	E: -7	F: -2

(31) CN(C)c1ccc(NC(=S)NC(=O)c2ccccc2)cc1
  A: 31	B: -60	C: -16	D: 18	E: 0	F: -1

(32) OCc1c(CO)c2cccn2c2c1cnn2-c1ccccc1
  A: 24	B: -65	C: 1	D: 11	E: 11	F: -8

(33) Cc1cc(C)c(S)c(C)c1.[Cu+2]
  A: -6	B: -53	C: -10	D: -3	E: -29	F: -29

(34) c1ccc(CN2C3C4N(Cc5ccccc5)C2C2N(Cc5ccccc5)C(C(N2Cc2ccccc2)N4Cc2ccccc2)N3Cc2ccccc2)cc1
  A: 22	B: 3	C: 2	D: -4	E: 10	F: 12

(35) CC(=O)OC(C)c1cccc(C#N)c1 (centres undefined)
  A: 6	B: -9	C: -25	D: 22	E: 7	F: -3

(36) COc1cc2ccc(/C=C\[N+](=O)[O-])cc2cc1OC
  A: 91*	B: 86*	C: 90*	D: 92*	E: 91*	F: 92*

(37) COC(=O)CCCC(=O)C1=Nc2ccccc2CN(c2ccc(Cl)cc2)N1
  A: -6	B: -10	C: 1	D: 0	E: 3	F: -7

(38) COc1ccccc1/C=C1\S/C(=N/Nc2nc(C)c(C(C)=O)s2)NC1=O
  A: -1	B: 5	C: -3	D: -8	E: -15	F: -18

(39) CCC(C(c1ccc(Cl)cc1)c1ccc(Cl)c(Cl)c1)[N+](=O)[O-] (centres undefined)
  A: 14	B: 34	C: -4	D: 5	E: 8	F: 48

(40) O=[N+]([O-])c1ccc2c(N=Nc3ccc4ccccc4c3O)c(O)cc(S(=O)(=O)O)c2c1
  A: 75*	B: 31	C: 56	D: 87*	E: 86*	F: 83*

A draw from above in order of heavy-atom count, rising.
Letters: A = sgs1 mgt1; B = yeast cln2 rad14; C = yeast mec2-1; D = yeast mlh1 rad18; E = yeast rad50; F = bub3
(35) CC(=O)OC(C)c1cccc(C#N)c1 (centres undefined)
  A: 6	B: -9	C: -25	D: 22	E: 7	F: -3

(36) COc1cc2ccc(/C=C\[N+](=O)[O-])cc2cc1OC
  A: 91*	B: 86*	C: 90*	D: 92*	E: 91*	F: 92*

(31) CN(C)c1ccc(NC(=S)NC(=O)c2ccccc2)cc1
  A: 31	B: -60	C: -16	D: 18	E: 0	F: -1

(32) OCc1c(CO)c2cccn2c2c1cnn2-c1ccccc1
  A: 24	B: -65	C: 1	D: 11	E: 11	F: -8

(40) O=[N+]([O-])c1ccc2c(N=Nc3ccc4ccccc4c3O)c(O)cc(S(=O)(=O)O)c2c1
  A: 75*	B: 31	C: 56	D: 87*	E: 86*	F: 83*

(34) c1ccc(CN2C3C4N(Cc5ccccc5)C2C2N(Cc5ccccc5)C(C(N2Cc2ccccc2)N4Cc2ccccc2)N3Cc2ccccc2)cc1
  A: 22	B: 3	C: 2	D: -4	E: 10	F: 12

(list continues)
Letters: A = sgs1 mgt1; B = yeast cln2 rad14; C = yeast mec2-1; D = yeast mlh1 rad18; E = yeast rad50; F = bub3
(41) O=[N+]([O-])c1ccc(CSSCc2ccc([N+](=O)[O-])cc2)cc1
  A: 41	B: -18	C: 17	D: 28	E: 18	F: 72*

(42) Cc1ccc2c(CC(=O)O)cc(=O)oc2c1
  A: -8	B: 1	C: -6	D: -9	E: 7	F: 0

(43) O=C(CNCc1ccccc1)c1ccccc1
  A: 0	B: -34	C: -16	D: -36	E: 2	F: -4

(44) Cc1ccc2cccnc2c1[N+](=O)[O-]
  A: 33	B: 13	C: 9	D: 21	E: 15	F: 9

(45) CC/C=C(\C)C(C#N)(CCC)C(=O)OCC (centres undefined)
  A: -21	B: -1	C: -34	D: -32	E: -2	F: -26

(46) O=C1C=C(Nc2ccccc2)c2ccc(S(=O)(=O)O)cc2C1=O
  A: 10	B: -1	C: -7	D: -7	E: 0	F: -29

(47) CCOC(=O)c1ccc(Nc2nc3ccccc3o2)cc1
  A: 9	B: -14	C: -8	D: 2	E: 5	F: -1

(48) CN(C)c1cc2ccccc2oc1=O
  A: -2	B: -6	C: -1	D: 6	E: 5	F: 9

(49) CC(=O)Nc1ccc(NC(=O)Nc2cccc(C(C)=O)c2)cc1
  A: 9	B: 0	C: 27	D: 29	E: 7	F: 23

(50) C#CCOC(=O)Nc1ccc(Cl)cc1
  A: 30	B: -31	C: 2	D: -14	E: 18	F: 22

(51) CC1CC(C)(C)C2=NCCN21 (centres undefined)
  A: 9&-5	B: 19&-3	C: -29&-24	D: -3&-1	E: -8&2	F: 14&-7

(52) CC(CCC(=O)O)C1CCC2C3C(O)CC4CC(O)CCC4(C)C3CC(O)C12C (centres undefined)
  A: -17&45	B: 1&48	C: -13&46	D: 14&36	E: 4&43	F: -9&47

(53) NC(=O)C(CCN1CCCCC1)c1ccccc1 (centres undefined)
  A: 8	B: 10	C: -7	D: 25	E: 27	F: 5

(54) CNC1C(c2ccc(C)cc2)=NN(c2ccccc2)C1c1ccccc1 (centres undefined)
  A: 3	B: -96	C: 0	D: 11	E: -8	F: 26

(55) CC(C)(C)NC(=O)NCc1ccc(Cl)cc1
  A: -12	B: -30	C: -16	D: -10	E: 0	F: 1

(56) COC(=O)c1ccccc1C1CN=NC12Cc1ccc(C)c(C)c1C2=O (centres undefined)
  A: 65	B: 51	C: 34	D: 67	E: 52	F: 54

(57) COc1ccc(OC)c(-c2nc3ccccc3c(=O)[nH]2)c1
  A: 3	B: 14	C: 11	D: 0	E: 9	F: 23

(58) CCOC(=O)c1c(SCCO)n(-c2ccccc2)c(=S)n(-c2ccccc2)c1=O
  A: -23	B: 2	C: -25	D: -19	E: -23	F: -13

(59) Cc1ccc(N(C)C)cc1
  A: 11	B: -18	C: -15	D: 6	E: -25	F: 0

(60) Nc1nc2c(ncn2C2OC(CO)C(O)C2N)c(=O)[nH]1 (centres undefined)
  A: -9	B: 4	C: 2	D: 24	E: -4	F: 8

(61) CC1=C(C(=O)O)CCCO1
  A: 10	B: -3	C: 8	D: 26	E: -8	F: -4

(62) O=C1c2cc([N+](=O)[O-])ccc2-c2c(S)cccc21
  A: -10	B: -5	C: 5	D: -16	E: 2	F: 26

(63) CC(C)(C)O/N=C/c1cc(NC(=S)c2ccsc2)ccc1Cl
  A: 42	B: 64	C: 42	D: 35	E: 7	F: 47

(64) C/C(=N\NC(=S)N1CCN(C2CCCCC2)CC1)c1ccccn1
  A: 99*	B: 97*	C: 99*	D: 96*	E: 99*	F: 97*

(65) CCC(OC(=O)Nc1ccc(S(=O)(=O)NC2CCCCC2)cc1)c1ccco1 (centres undefined)
  A: 27	B: 11	C: 4	D: 4	E: 27	F: 6

(66) CCCCON1C[C@H](OC(C)=O)C(OC(C)=O)[C@H](OC(C)=O)C1 (some centres undefined)
  A: -39	B: -10	C: -16	D: -25	E: -45	F: 17

(67) O=c1c2c(-c3ccccc3)c3ccccc3nc2cnn1-c1ccccc1
  A: -18	B: -18	C: -11	D: -14	E: -18	F: -25

(68) COc1ccc(-c2nc3ccccc3c(=O)[nH]2)cc1OC
  A: -18	B: 0	C: -20	D: -8	E: -34	F: -15

(69) CCCc1cc(-c2ccc(O)c(CCC)c2)ccc1O
  A: 100*	B: 99*	C: 100*	D: 99*	E: 100*	F: 100*

(70) COc1cc2c(cc1OC)C1(CCBr)C3CC4C(=CCOC5CC(=O)N2C1C54)CN3C(=O)Cc1ccccc1 (centres undefined)
  A: -3	B: 7	C: -12	D: 4	E: 28	F: 5

(71) c1ccc2c(c1)Nc1nc3ccccc3nc1N2
  A: -34	B: 16	C: -6	D: 17	E: -40	F: -8

(72) CCOC(=O)C(CC(C)C)NC(=O)c1cnc2ccccc2c1 (centres undefined)
  A: 26	B: -14	C: -1	D: 22	E: 27	F: 26

(73) Cc1ccccc1NC(=O)CS
  A: 31	B: -21	C: 32	D: 33	E: 18	F: 29

(74) O=NN(Cc1ccccc1)c1ccccc1
  A: 10	B: -5	C: -31	D: -3	E: 0	F: -6

(75) CN(C)CCOc1cc2c(c3ccccc13)-c1ccccc1C2O (centres undefined)
  A: 68	B: 38	C: 27	D: 73*	E: 98*	F: 34

Screening data: PubChem BioAssay, NCI
